Tb PYK inh: blocks Trypanosoma brucei pyruvate kinase. Q57TT1. TbPYK enzyme, Kinase-Glo Plus ATP luminescence, 45 min. Potency, µM (top dose mostly 76.8 µM), for inactives: at the highest dose activity, negative = inhibition, usual class: inhibitors. 0.12% of 410,000 active; active = well fitted inhibition curve with a large enough effect; note: nearly all actives have a fitted effect of over 50% in size
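Readout: single end-point luminescence (Kinase-Glo Plus, 10 min). Reaction conditions were TbPYK/substrate plus 130 uM ADP, 45 min at RT, pH 7.2 TEA buffer. No-enzyme wells served as controls, and data were normalized before concentration-response fitting.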
Numbers without * were called inactive; [ ] = another dose, or the depositor's remark. % is set by controls: 0 for no effect and ±100 for the full control effect; potency is the fitted concentration of half-maximal effect.

structure	Tb PYK inh
Cc1ccc2oc(C(=O)Nc3ccc(S(=O)(=O)Nc4nc(C)cc(C)n4)cc3)cc(=O)c2c1	1%
O=C(CSc1nc(=O)[nH]c2c1CCC2)NCc1ccc(F)cc1	2%
CCOc1ccc(CNC(=O)C2CCCN(c3nn4cc(-c5ccc(OC)cc5)nc4s3)C2)cc1 (stereo unspecified)	8%[15.4 µM]
CSc1ncc(C(=O)NCc2ccccc2F)c(-c2ccccc2)n1	-20%
Cc1ccc2c(c1C)NC(=O)CC2c1ccc(Cl)cc1Cl (stereo unspecified)	0%
Cc1ccc(-n2ncc3c(N(CC(C)C)CC(C)C)ncnc32)c(C)c1	1%
COc1cc(C(=O)Nc2ccc(-c3nc4ccccc4o3)c(O)c2)cc(OC)c1OC	-2%
COc1ccc(Oc2nc3c(c(=O)n(Cc4ccc(Br)cc4)c(=O)n3C)n2C)cc1	1%
O=C1NC[C@H](CCCCN2CCN(CCc3ccc(O)cc3)C(=O)C2=O)N(CCc2ccc(O)cc2)C1=O	0%
COc1cc(NS(=O)(=O)c2ccc(NC(=O)c3ccc(OC)c(Br)c3)cc2)nc(OC)n1	-13%
CCc1nn(CC(=O)NC(C)CC)c(=O)c2cc3c(OC)cccc3n12 (stereo unspecified)	4%
CCOc1ccc(CCNC(=O)CCCn2c(=O)c3cccn3c3cccnc32)cc1	6%

Some of the entries so far, with each value named:
CCOc1ccc(CNC(=O)C2CCCN(c3nn4cc(-c5ccc(OC)cc5)nc4s3)C2)cc1 (stereo unspecified)
  Tb PYK inh = 8%[15.4 µM]
O=C1NC[C@H](CCCCN2CCN(CCc3ccc(O)cc3)C(=O)C2=O)N(CCc2ccc(O)cc2)C1=O
  Tb PYK inh = 0%
Cc1ccc2c(c1C)NC(=O)CC2c1ccc(Cl)cc1Cl (stereo unspecified)
  Tb PYK inh = 0%
COc1ccc(Oc2nc3c(c(=O)n(Cc4ccc(Br)cc4)c(=O)n3C)n2C)cc1
  Tb PYK inh = 1%

(cont.)
structure	Tb PYK inh
CCOC(=O)c1ccc(NC(=O)CSc2nccn2Cc2ccc(OC)cc2)cc1	-2%
CC(C)c1ccc(CN2CCC(n3nccc3NC(=O)C3CCCC3)CC2)cc1	-6%
Cc1ccc(N2CCN(C(=O)C3CCN(c4ncnc5c4nc4n5CCCCC4)CC3)CC2)c(C)c1	-5%
CN(C)c1ccc(-c2nc(-c3cc4cc(Cl)ccc4oc3=O)cs2)cc1	1%
O=C(Nc1ccc(OC(F)(F)F)cc1)C1CCCN(S(=O)(=O)c2cccc3nonc23)C1 (stereo unspecified)	4%
OC(c1cccc(Cl)c1)c1ncc(-c2ccc(Oc3ccccc3)cc2)[nH]1 (stereo unspecified)	0%
Cc1ccc(OC(=O)N(C)C[C@@H]2OCc3cnnn3CCCC(=O)N([C@H](C)CO)C[C@H]2C)cc1	-7%
CCCCOc1ccc(S(=O)(=O)n2nc(C)c(S(=O)(=O)N3CCCCCC3)c2C)cc1	-2%
Cc1cn([C@H]2C[C@H](O)[C@@H](/C=C/C(=O)NCCC(c3ccccc3)c3ccccc3)O2)c(=O)[nH]c1=O	3%
COc1ccc(CCNC(=O)Cn2nnc(-c3ccc(C(F)(F)F)cc3)n2)cc1OC	0%
NC(COCc1ccccc1)c1csc(Nc2nccc(C(F)(F)F)n2)n1 (stereo unspecified)	-1%
O=C(CN(CCO)Cc1ccccc1)N1CCN(S(=O)(=O)c2ccccc2)CC1	7%
O=C1COc2cc(S(=O)(=O)CCC(=O)N3CCN(c4ccccc4F)CC3)c(Cl)cc2N1	7%
Cc1ccc(C)c(NS(=O)(=O)c2cc3c(cc2Cl)NC(=O)CO3)c1	-5%
CNc1cncc(-c2cccc(C(=O)N(C)C)c2)n1	1%
Cn1nc(C2CC2)cc1NC(=O)C1(C)CCN1C(=O)CCc1ccccc1 (stereo unspecified)	0%
CCc1ccc(CN2C(=O)c3ccccc3C2C(=O)NC2CCCCCC2)cc1 (stereo unspecified)	0%
COc1ccccc1Nc1nc(NCCCCO)nc(N2CCCC2)n1	-6%
Cc1ccc(C)c(Cn2cnc3c(cnn3-c3ccc(F)cc3)c2=O)c1	-4%
CC1=C(C(=O)N2CCOCC2)CC(CC(=O)NCCN2CCOCC2)C(=O)N1Cc1ccc(C(C)(C)C)cc1 (stereo unspecified)	-4%
COCCNc1ncnc2c1cnn2-c1cc(Cl)ccc1C	9%
O=C(CSc1nc2c([nH]c3ccccc32)c(=O)n1-c1ccccc1)Nc1ccccc1F	-3%
COc1cccc(-c2cc(C(=O)NCc3ccc(F)cc3)no2)c1	2%
Cc1ccc(S(=O)(=O)N2CCN(Cc3cc(Br)ccc3O)CC2)cc1	3%
CC1=C(C(=O)N(C(C)C)C(C)C)CC(CC(=O)NC2CCCC2)C(=O)N1CCC1=CCCCC1 (stereo unspecified)	3%
COc1ccc(-n2nc3c(c2NC(=O)C(=O)NCc2ccccc2)CSC3)cc1	1%
COc1cccc2ccc(CC(O)(c3ccccc3)c3ccccc3)nc12	-8%
CCc1ccc(-n2c(=O)c3sc4ccccc4c3n(CC(=O)NC3CCCC3)c2=O)cc1	-5%
O=C(NC1(C(F)(F)F)C(=O)Nc2c1c(=O)[nH]c(=O)n2-c1ccccc1)c1ccccc1 (stereo unspecified)	-1%
Cc1[nH]c2ccccc2c1C(=O)C(=O)NC1CC(=O)N(c2ccccc2)C1 (stereo unspecified)	0%
COC(=O)c1sccc1S(=O)(=O)N(CC(=O)NCc1ccccc1)c1ccc(C)c(C)c1	-2%
CN(Cc1cccc(-c2cccnc2)c1)C(=O)Oc1ccc([N+](=O)[O-])cc1	4%
Cc1cccc(CN2CCC(CNC(=O)Cn3ncc4c([nH]c5ccc(C)cc54)c3=O)CC2)c1	-1%
O=S(=O)(c1ccccc1)c1nnn2c1nc(NC1CCCCC1)c1sccc12	1%
COC(=O)c1c(NC(=O)c2ccc(C(C)(C)C)cc2)sc2c1CCC(C)C2 (stereo unspecified)	7%
Cc1ccc(S(=O)(=O)NC(C)C(=O)OCC(=O)Nc2sccc2C(N)=O)cc1 (stereo unspecified)	-3%
Cc1cccc(CNC(=O)c2cc3cc(S(=O)(=O)N4CCCCC4)ccc3n2C)c1	1%
Cc1cccc(N2CCN(C(=O)CCc3c(C)nc4c(c3C)c(=O)n(C)c(=O)n4C)CC2)c1C	-11%
CCOc1ccccc1CNCc1c(C(=O)O)c(C)n(Cc2ccc(C)cc2)c1C	1%
COc1ccccc1NC(=O)CSc1nnc(NC(=O)Nc2ccc(C)cc2)s1	-8%
CCOc1ccc(-n2nc3ccc(NC(=O)c4ccc(OC)c(Cl)c4)cc3n2)cc1	1%
COc1cccc(C(NC(C)=O)c2nc(-c3cccc(C(F)(F)F)c3)cs2)c1 (stereo unspecified)	1%
Cn1cccc1C(=O)N1CCC[C@@]2(CCN(c3cccc(-c4ccccc4)c3)C2)C1	6%
COc1ccc(-n2c(SCC(=O)NC3CCCCC3)nc3c([nH]c4ccccc43)c2=O)cc1	-9%
Cc1ccc(OCC(=O)Nc2ccc(S(=O)(=O)Nc3cc(C)nc(C)n3)cc2)c(Br)c1	-5%
CCCCn1c(NCc2cc(Cl)ccc2O)nc2ccccc21	1%
COc1cc(C2CC(=O)Nc3cc4c(cc32)OCCO4)cc(OC)c1O (stereo unspecified)	-1%
Cc1ccc(Cl)cc1N1CCN(C(=O)c2cc(S(=O)(=O)N3CCCCCC3)cn2C)CC1	-7%
COc1ccc(NC(=O)Nc2nc(C(N)CC(C)C)cs2)cc1 (stereo unspecified)	0%
Cc1ccc2nc(-c3ccccc3)c(Cc3ccsc3)n2c1	7%
CC(=O)NC(c1ccc(F)c(F)c1)c1nc(-c2cnc3ccccc3c2)cs1 (stereo unspecified)	5%
O=C(CCCN1C(=O)C(c2ccccc2)Oc2cccnc21)Nc1ccccc1C(F)(F)F (stereo unspecified)	-8%
Cc1ccc(C)c(C(=O)CSc2nc(-c3ccccc3)nc3c2CCCC3)c1	-2%
CC(=O)c1cccc(NC(=O)C2CCN(S(=O)(=O)c3ccc4c(c3)CCCN4C(C)=O)CC2)c1	1%
O=S(=O)(c1cccc(F)c1)N1CCC(Oc2ccc(-n3cnnn3)cc2)CC1	0%
CC(C)[C@@H]1Cc2[nH]c(=S)[nH]c(=O)c2[C@H](C)O1	-6%
N#Cc1nc(-c2ccc(COc3ccccc3)o2)oc1N1CCCCC1	2%
COc1ccc(S(=O)(=O)N2CCC(n3c(C(F)(F)F)nc4cccnc43)CC2)cc1OC	1%
CC(C)Oc1ccc(C(=O)N2CCCCC2CCN2CCCCC2)cc1 (stereo unspecified)	-9%
CCCCCN1C(=O)c2ccccc2[C@@]2(C(=O)OCC)Cc3cc(OC)ccc3[C@@H]12	-4%

Further structures
structure	Tb PYK inh
CC1(C(=O)NCC2CC2)Cc2c(-c3ccccc3)ccnc2O1 (stereo unspecified)	-7%
Nc1ccc2nc(-c3ccc(O)cc3)sc2c1	-21%
CC(C)(C)OC(=O)N1CCC(c2c(C(=O)N3CCCCC3)cnn2-c2ccc(F)cc2F)CC1	13%[15.4 µM]
Cc1ccc2oc(C(=O)Nc3cccc(-c4nc5ccccc5s4)c3)c(C)c2c1	-8%
CCc1ccc(NC(=O)CSc2nc(C)c(C(=O)Nc3ccccc3)c(-c3ccc(OC)c(OC)c3)c2C#N)cc1	-9%
COc1ccc(-c2nc(CN3CCC(C(=O)NCCN(CC(C)C)CC(C)C)CC3)c(C)o2)cc1OC	3%
COc1ccc(OC)c(NC(=O)Cn2cnc3sc(C)c(S(=O)(=O)N4CCN(c5ccccc5OC)CC4)c3c2=O)c1	0%
COc1ccc(S(=O)(=O)NCCc2sc(-c3cccc(F)c3)nc2C)cc1	2%
Cn1cnc2c(F)c(Nc3ccc(Br)cc3Cl)c(C(=O)NOCCO)cc21	3%
CCCN(C(=O)CCc1nc(-c2ccc(C)cc2)no1)c1ccc(OCC)cc1	1%
C[C@@H]1CN([C@H](C)CO)S(=O)(=O)c2ccc(Br)cc2O[C@H]1CN(C)C(=O)Nc1cccc(F)c1	0%
CCN(CC)C(=O)c1sc(NC(=O)C(C)Sc2nc(-c3ccccc3)cc(C(F)(F)F)n2)c(C(=O)OC)c1C (stereo unspecified)	4%
COc1cc2ccccc2cc1C(=O)N1CCN(c2nc3c(F)cccc3s2)CC1	-4%
CCc1cccc(NC(=O)c2cc(-c3ccccc3)n[nH]2)c1	-9%
CN(C)c1ccc(-c2ccnc3c2CC(C)(C(=O)Nc2cccc(C(F)(F)F)c2)O3)cc1 (stereo unspecified)	-12%
Oc1ccccc1-c1nc2cnccn2c1Nc1ccc(Cl)cc1	3%
Cc1ccc(CNC(=O)CCCn2c(=O)c3ccccc3n(Cc3ccc(Cl)cc3)c2=O)cc1	-1%
COc1cc(C2CC(=O)N(Cc3cccc(F)c3)c3ccccc3S2)cc(OC)c1OC (stereo unspecified)	3%
CCc1ccc(-n2c(=O)c3cccnc3n2CC(=O)NCc2ccc(F)cc2)cc1	-4%
CC(=O)Nc1ccc(-c2ccnc3c2CC(C(=O)Nc2cccc(Oc4ccccc4)c2)O3)cc1 (stereo unspecified)	-7%
CC(C)c1ccc(OCC(=O)Nc2c(Cl)ccc3nsnc23)cc1	0%
Cc1ccccc1OCc1ccc(-c2nc(C#N)c(N3CCCCC3)o2)o1	1%
COC(=O)N1CCC2(CCN(C(=O)Nc3ccc(OC)cc3)CC2)CC1	-6%
CC(C)(C)S(=O)N1Cc2cc(C(=O)N3CCOCC3)nc(-c3cccc(Br)c3)c2[C@H]1CCO (stereo partly specified)	0%
COc1cccc(CNC(=O)c2cccc(-n3c(C)nc4cccnc43)c2)c1OC	-1%[15.4 µM]
CCOc1ccc(CNC(=O)C2CCN(S(=O)(=O)c3cn(C)cn3)CC2)cc1	-5%
CCOc1ccc(CNC(=O)c2cnc3sc(N4CCOCC4)nn3c2=O)cc1	0%
NCc1csc(Nc2ncccn2)n1	-3%
Cc1cc(F)ccc1NC(=O)CCn1nc(C)c(S(=O)(=O)N2CCCCC2)c1C	2%
COc1ccc(C(=O)Nc2ccccc2-c2nc3ccccc3s2)c(OC)c1	5%
COc1ccc(NCc2cc3ccc(OC)cc3n(CC(=O)Nc3cccc(OC)c3)c2=O)cc1	3%
Cc1nc2cc(OC3(C)CCN(Cc4ccc(OC(F)(F)F)cc4)C3)ccc2s1 (stereo unspecified)	5%
CSc1ccc(CNC(=O)C2(C)CCCN2CC(C)C)cc1 (stereo unspecified)	-1%
CCOC(=O)c1cccc(NC(=O)c2cc3c(=O)n(C)c4ccccc4c3n2C)c1	-12%

A draw from above in order of molar mass, rising:
structure	Tb PYK inh
NCc1csc(Nc2ncccn2)n1	-3%
COc1ccc(C(=O)Nc2ccccc2-c2nc3ccccc3s2)c(OC)c1	5%
CCOC(=O)c1cccc(NC(=O)c2cc3c(=O)n(C)c4ccccc4c3n2C)c1	-12%
CCOc1ccc(CNC(=O)c2cnc3sc(N4CCOCC4)nn3c2=O)cc1	0%
Cc1cc(F)ccc1NC(=O)CCn1nc(C)c(S(=O)(=O)N2CCCCC2)c1C	2%
COc1ccc(NCc2cc3ccc(OC)cc3n(CC(=O)Nc3cccc(OC)c3)c2=O)cc1	3%

Bioassay records (PubChem)

Not all compounds are listed, so the mix of outcomes need not match the whole.
